Screening results from PubChem.
ERb SRC1 inh = blocks coactivator binding to human estrogen receptor beta; Q92731; TR-FRET ER-beta LBD / SRC1-Cy5 peptide binding; receptor agonist-loaded with 1 µM estradiol; inhibition, % at 25.6 µM; actives 1.3% (n = 86,000);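 active = compounds whose percent inhibition of the receptor-coactivator binding signal exceeds about 50% in the single-dose screen, limit read from the data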;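 note: 0% = receptor plus peptide wells without compound and 100% = peptide-only wells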
Smad3 FoxH1 inh = inhibitors of human Smad3 transcription factor binding; P84022; actives 0.29% (n = 88,000); inhibition, % at 25 µM; AID 630; TR-FRET Smad3/Dy647-FoxH1 peptide binding, europium anti-His;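 active = compounds that reduce the energy-transfer binding signal between the protein and its labelled peptide by more than half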;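 note: 0% = Smad3 plus labelled peptide maximal FRET and 100% = peptide-only background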
Target sequence (P84022 whole entry, looked up): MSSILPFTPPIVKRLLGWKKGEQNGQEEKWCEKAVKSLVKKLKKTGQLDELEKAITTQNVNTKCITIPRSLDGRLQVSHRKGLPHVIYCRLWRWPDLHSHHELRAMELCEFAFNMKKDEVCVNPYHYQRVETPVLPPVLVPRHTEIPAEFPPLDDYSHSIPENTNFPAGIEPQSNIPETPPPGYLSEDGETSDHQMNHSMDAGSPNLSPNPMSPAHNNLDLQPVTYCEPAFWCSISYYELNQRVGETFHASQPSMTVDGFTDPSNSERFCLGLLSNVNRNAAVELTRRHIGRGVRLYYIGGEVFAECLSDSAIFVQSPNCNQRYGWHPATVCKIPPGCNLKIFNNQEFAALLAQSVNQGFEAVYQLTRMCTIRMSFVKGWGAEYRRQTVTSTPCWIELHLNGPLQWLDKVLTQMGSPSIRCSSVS
HUVEC tox IL1B = toxic to HUVEC cells under IL-1B stimulation | HUVEC cell count loss, Hoechst imaging, IL-1B stimulated | cell count reduction, % at 2 µM | actives 0.41% (n = 94,000) | AID 845;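 active = cell count reduction more than 3 SD above the screen-wide mean, cut at about 70% in these data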;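 note: normalized per plate to untreated control cells as the no-loss baseline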
HUVEC tox TNFa = toxic to HUVEC cells under TNF alpha stimulation; HUVEC TNFalpha-stimulated, Hoechst cell count, imaging; actives 0.17% (n = 93,000); cell count reduction, % at 2 µM; AID 848;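 active = cell count reduction exceeding the screen mean by over 5 SD, scaled to untreated wells per plate, cut at about 78% in these data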;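 note: cells counted after 24 h of TNF alpha exposure following the 1 h pretreatment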
Candida biofilm = kills Candida albicans biofilms; C. albicans biofilm + clotrimazole, Alamar Blue; inhibition, % at 6 µM; actives 0.14% (n = 85,000);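 active = inhibition above 20%; inactive = inhibition below 20%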;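 note: preformed 24 hr biofilms exposed to compound for 48 hr; 0% = biofilm without compound and 100% = blank killed by clotrimazole plus chlorhexidine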
VCAM1 TNFa inh = reduces TNF alpha induced VCAM1 expression in HUVEC; inhibition, % at 2 µM; AID 802; actives 0.48% (n = 95,000); HUVEC TNFa-induced VCAM-1 immunofluorescence, high-content imaging;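 active = inhibition above the batch mean plus 3 SD, with images confirmed as a hit by eye, cut at about 37% in these data; inconclusive = inhibition above that limit but hit not confirmed in images; inactive = inhibition not above that limit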;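 note: 0% = TNF-stimulated DMSO wells and 100% = unstimulated control wells; not every result past the cut was called active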
sEH inhibitor = soluble epoxide hydrolase (human) inhibition. P34913. recombinant human sEH enzymatic activity assay. inhibition, % at 2 µM. actives 0.34% (n = 91,000). AID 707; in the data active = inhibition above about 80%; note: values of inactives mirror those of a sister screen read the other way; many of its hits are not listed in these tables
Target sequence (P34913 whole entry, looked up): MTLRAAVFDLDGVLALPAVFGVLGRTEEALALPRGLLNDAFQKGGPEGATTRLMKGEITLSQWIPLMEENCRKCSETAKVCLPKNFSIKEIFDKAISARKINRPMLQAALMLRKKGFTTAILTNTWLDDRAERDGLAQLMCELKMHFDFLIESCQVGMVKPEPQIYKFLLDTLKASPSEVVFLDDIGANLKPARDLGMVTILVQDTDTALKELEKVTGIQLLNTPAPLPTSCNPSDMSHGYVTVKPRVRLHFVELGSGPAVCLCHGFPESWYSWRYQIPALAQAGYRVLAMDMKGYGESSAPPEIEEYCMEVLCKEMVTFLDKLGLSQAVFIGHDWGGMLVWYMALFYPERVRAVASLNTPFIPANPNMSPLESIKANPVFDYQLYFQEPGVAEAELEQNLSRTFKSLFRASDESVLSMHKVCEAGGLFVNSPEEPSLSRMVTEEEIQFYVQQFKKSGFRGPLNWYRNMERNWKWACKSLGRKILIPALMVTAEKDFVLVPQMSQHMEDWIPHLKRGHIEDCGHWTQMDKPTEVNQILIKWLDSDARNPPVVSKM
cytoskel mod = modifiers of cytoskeleton assembly | HUVEC TNFa F-actin phalloidin imaging, high content | inhibition, % at 2 µM | actives 0.18% (n = 91,000) | AID 836;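 active = inhibition above the batch mean plus 3 SD and confirmed as a hit by visual image inspection, cut at about 30% in these data, passing the limit was not always enough; inconclusive = above the inhibition threshold but rejected on visual inspection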; note: strong numbers were not always called active
sEH activator = increases human soluble epoxide hydrolase activity; purified human sEH enzymatic activity, activator screen; activation, % at 2 µM; actives 0.04% (n = 91,000); AID 717; in the data active = activation above about 37%; note: values of inactives mirror those of a sister screen read the other way
Active calls of the source: *; ? = inconclusive; . = not tested or not shown; [ ] = remark or other dose. These rows are one share of the data; the hit share may differ from the screen's.

Each structure is followed by: ERb SRC1 inh, Smad3 FoxH1 inh, HUVEC tox IL1B, HUVEC tox TNFa, Candida biofilm, VCAM1 TNFa inh, sEH inhibitor, cytoskel mod, sEH activator
C=CCn1cc(C(=O)NCCCOC)c(=O)c2cc(S(=O)(=O)N(CC)CC)ccc21
    -4, -6, -16, 3, 2, 19, 7, -3, -5
C=CCn1c(SCC(=O)NC2CCCCC2)nnc1C1CCCCC1
    -1, 13[fluorescence artefact?], -8, 10, 7, 16, 1, -6, 1
CCOc1ccc(CCNC(=O)c2ccc(N3CCCC3=O)cc2)cc1OCC
    -3, -14, 17, -13, -2, 16, -3, -13, 4
O=C1/C(=C/c2ccc(N3CCOCC3)o2)SC(=Nc2ccccc2)N1CCc1c[nH]c2ccccc12
    ., ., -9, 23, ., -11, 24, -3, -22
CC(=O)Nc1ccc(S(=O)(=O)N[C@H](C(=O)O)C(C)C)cc1
    -2, -3, 8, -20, -4, 9, -10, 19, 8
COc1ccc2cc(C3(C)NC(=O)N(CC(=O)NCc4ccco4)C3=O)ccc2c1 (stereo unspecified)
    -2, 10, 33, 14, 5, -22, 11, 1, -9
COc1cc(C(=O)N2CCN(C(=O)CC(C)C)CC2)cc(OC)c1OC
    -7, 3, -12, -3, -2, 12, -1, -2, 6
COc1cc(-c2nnc(COc3ccc4ccccc4c3)o2)cc(OC)c1OC
    0, 1, -15, -24, 4, -1, -2, 5, 2
C=CCNC(=O)c1nn2cccnc2c1Cl
    -2, 4, -16, 92*, 4, ?, 0, ?, 1
Cc1cc(C)c2[nH]c(=O)c(CN(Cc3ccco3)C(=O)c3cccs3)cc2c1
    ., ., -5, -22, ., -9, -1, 8, 1
COc1ccc(NC(=O)c2nc3nccc(C)n3n2)cn1
    3, -22, 0, -33, -5, 9, 9, ., -10
CCC(CCC(=O)Nc1cccc(C(=O)O)c1)C(=O)O (stereo unspecified)
    -5, -3, -34, -5, 4, -4, 5, 5, -5
N#CC1=C(N)Oc2n[nH]c(CSc3ccccc3)c2C12C(=O)Nc1ccccc12 (stereo unspecified)
    12, -4, 13, 1, 1, -7, 4, 0, -1
CN(C)c1ccc(/C(=N\O)C(F)(F)F)cc1
    5[fluorescence artefact?], -4, 10, -9, 5, 11, 6, -17, -5
CC(=O)c1ccc(Oc2cc(C)nc(-n3nc(C)cc3C)n2)cc1
    3, 0, 7, 55, 1, 76*, 9, 0, -8
O=C(c1ccc(N2CCOCC2)cc1)c1cccs1
    3, 2, 18, -22, 9, 13, 2, -4, -2
O=C1C2C3C=CC(C3)C2C(=O)N1c1ccc2c(c1)CCC2 (stereo unspecified)
    0, 1, -104, -21, 6, 11, -4, ., 5
COc1ccc(C)cc1S(=O)(=O)Nc1cccc(SC)c1
    2, 17, -37, 6, -6, 51*, 7, -20, -8
Cc1noc(C)c1S(=O)(=O)NCCN1CCN(c2ccccc2)CC1
    -3, 0, 10, 17, -1, -11, -5, -28, 3
C=CCn1c(SCC(=O)NCc2ccco2)nnc1-c1ccc2ccccc2n1
    15, -3, 15, -25, 4, 3, 5, 3, -1
COc1ccccc1CO/N=C/c1cccn1-c1nccc(N(C)C)c1C#N
    -3, 3, ., 1, -1, 13, -14, -12, 14
C/C(=N\OC(=O)NC1CCCCC1)c1sc(-c2ccccc2)nc1C
    ., ., -22, 1, ., 2, 2, -2, 0
CC(=O)OCCNC(=O)c1cc2ccccc2oc1=O
    -15[fluorescence artefact?], 15, -22, -13, 7, 15, 9, -15, -4
O=[N+]([O-])c1ccccc1-c1ccc(/C=N/n2cnnc2)o1
    ., ., -46, 13, ., -3, -5, 7, 6
NC1=NC2=C(CCCC2)C2(CCCCC2)S1
    -1[fluorescence artefact?], 1, -8, -26, 0, 9, -19, -10, 20
CCC1(C)Cc2c(sc3c2c(=O)n(C)c2nnc(SCc4ccc5c(c4)OCO5)n32)CO1 (stereo unspecified)
    69*[fluorescence artefact?], 6, -36, -17, 1, 5, -8, 26, 7
CCOC(=O)/C(=N/Nc1ccc(C)cc1)S(=O)(=O)c1ccc(Cl)cc1
    -15, 22, 14, ., 1, -23, 0, 9, 2
O=S(=O)(N1CCCCC1)n1nnc2ccccc21
    -5, 0, -12, ., 5, ., -3, ., 1
CCCCOc1ccc(C(=O)N2CCCCCC2)cc1
    -14[fluorescence artefact?], 7, -2, 6, -1, -17, 4, -48, 0
O=C1CC(c2c[nH]c3ccccc23)C(=O)N1 (stereo unspecified)
    -2, 3, -9, 1, 0, 24, -8, -8, 6

Next part (two carried over from the part before).
Each structure is followed by: ERb SRC1 inh, Smad3 FoxH1 inh, HUVEC tox IL1B, HUVEC tox TNFa, Candida biofilm, VCAM1 TNFa inh, sEH inhibitor, cytoskel mod, sEH activator
CCCCOc1ccc(C(=O)N2CCCCCC2)cc1
    -14[fluorescence artefact?], 7, -2, 6, -1, -17, 4, -48, 0
O=C1CC(c2c[nH]c3ccccc23)C(=O)N1 (stereo unspecified)
    -2, 3, -9, 1, 0, 24, -8, -8, 6
COC(=O)c1cccc(NC(=O)CCSc2ccc(Cl)cc2)c1C
    ., ., 18, -9, ., -20, 62, -22, -62
CCOC(=O)COc1c(OC)cc(Cl)cc1C1Nc2ccccc2C(=O)N1c1cccc(C)c1 (stereo unspecified)
    ., ., -16, 0, ., 10, -2, -22, 0
O=C(CN1C(=O)C2C3C=CC(C3)C2C1=O)Nc1cccc2c1CCCC2 (stereo unspecified)
    2, -3, -31, -10, -3, 8, ., -19, .
Cc1ccc(-n2cc(C(=O)c3ccc4ccccc4c3O)cn2)cc1
    ., ., -22, 2, ., 18, 7, 12, -6
O=c1c(Cl)c(N2CCCCC2)cnn1-c1nc2ccccc2[nH]1
    -1, 8, -11, 4, 9, -2, 5, 4, -1
Cc1cccc(-n2ncc3c(NCc4cccs4)ncnc32)c1
    -11, 1, -16, -17, 5, 6, -6, -2, 1
Cc1ccc2cc(C(c3nnnn3CC3CCCO3)N3CCc4ccccc4C3)c(=O)[nH]c2c1 (stereo unspecified)
    5[fluorescence artefact?], 14, -15, 2, -1, 8, 6, 2, -5
COc1ccc(N2CCN(CCNC(=O)c3c(C)cc(=O)oc3C)CC2)cc1
    ., ., -9, -23, ., 13, 8, -22, -8
CCOC(=O)c1ccc2c(c1)N(Cc1ccccc1C)C(=O)c1ccccc1S2=O (stereo unspecified)
    -3, -4, -20, ., 8, ., ., ., .
COc1ccccc1N1CCN(c2cc(=O)n(Cc3ccc(F)cc3)c(=O)[nH]2)CC1
    3, 5, -16, -24, 13, 21, 4, -2, -5
COc1ccccc1C(=O)Nc1ccc(-c2nnc(SCC(=O)O)n2C)cc1
    18[fluorescence artefact?], -3, -14, 1, 9, -2, -5, -2, 5
CCn1c(SCC(=O)N2CCc3ccccc32)nnc1-c1ccncc1
    0, 0, -6, -17, 10, 1, -7, 2, 6
NC1=NC(=O)C2(COC(c3ccccc3Cl)OC2)S1 (stereo unspecified)
    6, 8, -3, -7, 14, 6, 1, 9, 2
CN1CCN(C(=O)c2ccc(N3CCCC3=O)cc2)CC1
    -2, 10, 3, -11, 6, -5, 6, 5, -7
CCOc1c2ccc(C(=O)NCCc3cccs3)cc2nn1CC
    ., ., 32, 4, ., 3, 1, -18, 0

A draw from above in order of SMILES length, ascending:
Each structure is followed by: ERb SRC1 inh, Smad3 FoxH1 inh, HUVEC tox IL1B, HUVEC tox TNFa, Candida biofilm, VCAM1 TNFa inh, sEH inhibitor, cytoskel mod, sEH activator
NC1=NC(=O)C2(COC(c3ccccc3Cl)OC2)S1 (stereo unspecified)
    6, 8, -3, -7, 14, 6, 1, 9, 2
COC(=O)c1cccc(NC(=O)CCSc2ccc(Cl)cc2)c1C
    ., ., 18, -9, ., -20, 62, -22, -62
CCn1c(SCC(=O)N2CCc3ccccc32)nnc1-c1ccncc1
    0, 0, -6, -17, 10, 1, -7, 2, 6
Cc1ccc(-n2cc(C(=O)c3ccc4ccccc4c3O)cn2)cc1
    ., ., -22, 2, ., 18, 7, 12, -6
COc1ccccc1C(=O)Nc1ccc(-c2nnc(SCC(=O)O)n2C)cc1
    18[fluorescence artefact?], -3, -14, 1, 9, -2, -5, -2, 5
O=C(CN1C(=O)C2C3C=CC(C3)C2C1=O)Nc1cccc2c1CCCC2 (stereo unspecified)
    2, -3, -31, -10, -3, 8, ., -19, .
CCOC(=O)COc1c(OC)cc(Cl)cc1C1Nc2ccccc2C(=O)N1c1cccc(C)c1 (stereo unspecified)
    ., ., -16, 0, ., 10, -2, -22, 0

Later entries:
Each structure is followed by: ERb SRC1 inh, Smad3 FoxH1 inh, HUVEC tox IL1B, HUVEC tox TNFa, Candida biofilm, VCAM1 TNFa inh, sEH inhibitor, cytoskel mod, sEH activator
COc1ccc(C2C(C#N)=C(N)SC(N)=C2C#N)cc1OC
    -1, 7[fluorescence artefact?], 5, -5, 4, 2, 10, -8, -8
Cc1nn(Cc2c(F)c(F)c(F)c(F)c2F)c(C)c1NC(=O)c1cccc(COc2ccc(Cl)cc2)c1
    ., ., -13, -3, ., 3, 4, -9, -4
CCc1ccc(C(C(=O)NCCOC)N(C(=O)Cn2nnc3ccccc32)c2cccnc2)cc1 (stereo unspecified)
    -6, 11, 16, -37, 4, 2, 3, -6, -2
c1ccc2c(N3CCCC3)nc(-c3ccncc3)nc2c1
    -17, 0, -2, -35, 1, 11, 4, 0, -5
CCN(CC)c1ccc(NC(=O)CC2Oc3ccccc3NC2=O)c(C)c1 (stereo unspecified)
    -6, 6, 3, -66, 8, 10, ., 8, .
C=CCn1c(N)c(C(=O)OCC)sc1=S
    0, 14, -10, -12, 9, -4, -7, 61, 7
CC(=O)Oc1ccc(NC(=O)Cc2ccccc2)cc1
    -24, 12[fluorescence artefact?], -9, ., -1, ., 9, ., -5
CCC(CC)C(=O)N1CCCC(c2nc(-c3cccs3)no2)C1 (stereo unspecified)
    2, -5, -7, -24, 10, 15, 1, 2, 1
C=CCNC(=O)c1cc2nc(C3CC3)cc(C(F)F)n2n1
    18, 16, -6, -19, 4, 10, 12, ., -13
Cc1nnc(SCC(=O)N2CCN(S(=O)(=O)c3ccc(Cl)cc3)CC2)n(N)c1=O
    -7, 6[fluorescence artefact?], 14, -22, 6, 8, -13, 2, 12
COCCn1c(-c2ccc(OC(F)(F)C(F)C(F)(F)F)cc2)nc2c1c(=O)[nH]c(=O)n2CC(C)C (stereo unspecified)
    -11, -1, 1, -12, 5, -2, -14, 41, 8
O=C(NCc1ccc2c(c1)OCO2)c1ccc2c(c1)OCCO2
    -8, 8, -138, -11, 6, -5, 38, 2, -39
O=C(CSc1nc(Nc2ccccc2)nc(N2CCOCC2)n1)Nc1ccccc1Cl
    9, 0[fluorescence artefact?], -25, -1, 9, 10, -6, 0, 8
COc1ccc(-c2nnc(COc3ccc4ccccc4c3)o2)cc1OC
    1, 3, -4, -9, -1, 1, 10, -4, -8
C=CCn1c(SCCOc2ccc(OC)cc2)nnc1C(CO)NC(=O)c1ccc(OC)cc1 (stereo unspecified)
    -10, 1, 14, -4, 0, -2, -16, -3, 16
Cc1cc(N=Cc2c(O)n(-c3ccc4c(c3)OCO4)c(=O)c3ccccc23)ccn1
    28, 2, -11, -7, 8, -18, -1, -44, 0
COc1ccc(CCC(=O)N2CCN(S(=O)(=O)c3ccc4ccccc4c3)CC2)cc1
    -9, -16, 9, -6, 7, 13, 6, 14, -3

2 compounds picked at random from those above:
Each structure is followed by: ERb SRC1 inh, Smad3 FoxH1 inh, HUVEC tox IL1B, HUVEC tox TNFa, Candida biofilm, VCAM1 TNFa inh, sEH inhibitor, cytoskel mod, sEH activator
C=CCn1c(SCCOc2ccc(OC)cc2)nnc1C(CO)NC(=O)c1ccc(OC)cc1 (stereo unspecified)
    -10, 1, 14, -4, 0, -2, -16, -3, 16
O=C(CSc1nc(Nc2ccccc2)nc(N2CCOCC2)n1)Nc1ccccc1Cl
    9, 0[fluorescence artefact?], -25, -1, 9, 10, -6, 0, 8
